# Mcl-1 Bim block – inhibitors of Bim peptide binding to Mcl-1, primary screen, biochemical, bead-based flow cytometry, multiplex; hit rate 0.1% among 190,000; inhibition, % at 10 µM; Bim peptide-Mcl-1 binding; Induced myeloid leukemia cell differentiation protein Mcl-1 (Homo sapiens), Q07820; in the data active means inhibition above about 40%;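 further: 0% = no compound tracer wells and 100% = peptide blocker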
# Mcl1-Noxa inh – Mcl-1/Noxa binding inhibitors, primary screen, biochemical, TR-FRET, 1536-well; Induced myeloid leukemia cell differentiation protein Mcl-1 (Homo sapiens), Q07820; TR-FRET Mcl-1/Noxa peptide binding, 2 h; inhibition, % at 21.7 µM; hit rate 1.5% among 220,000;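 active means compounds that cut the protein-peptide binding signal by more than 50% relative to plate controls in a single-dose test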;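 further: His-tagged Mcl-1 with rhodamine Noxa BH3 peptide and terbium anti-His antibody; 0% = Mcl-1 plus Noxa peptide wells and 100% = peptide-only wells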
# Mcl1 Bid PPI – Mcl-1/Bid binding inhibitors, primary screen, biochemical, TR-FRET, 1536-well | TR-FRET Mcl-1/Bid-Dy647 peptide binding | Induced myeloid leukemia cell differentiation protein Mcl-1 (Homo sapiens), Q07820 | hit rate 0.97% among 220,000 | inhibition, % at 21.7 µM;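 active means compounds that cut the binding signal by more than half at the single screening dose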;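 further: His-tagged Mcl-1 with europium anti-His antibody binding Bid BH3 peptide; 0% = Mcl-1 plus peptide wells and 100% = peptide-only wells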
# RGS4-Gao reg – modulators of RGS4 binding to Galphao, primary screen, biochemical, multiplexed bead flow cytometry | Guanine nucleotide-binding protein G(o) subunit alpha (Homo sapiens), P09471 | actives lie on both sides | binding response (% of control), % at 10 µM | hit rate 0.33% among 220,000 | AID 1415, 2008; in the data active means binding response below about 49% or above about 150%; inactive means in between;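 further: fluorescent Galphao activated with aluminum fluoride binding bead-coupled RGS4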
# Target sequence (P09471 whole entry, looked up): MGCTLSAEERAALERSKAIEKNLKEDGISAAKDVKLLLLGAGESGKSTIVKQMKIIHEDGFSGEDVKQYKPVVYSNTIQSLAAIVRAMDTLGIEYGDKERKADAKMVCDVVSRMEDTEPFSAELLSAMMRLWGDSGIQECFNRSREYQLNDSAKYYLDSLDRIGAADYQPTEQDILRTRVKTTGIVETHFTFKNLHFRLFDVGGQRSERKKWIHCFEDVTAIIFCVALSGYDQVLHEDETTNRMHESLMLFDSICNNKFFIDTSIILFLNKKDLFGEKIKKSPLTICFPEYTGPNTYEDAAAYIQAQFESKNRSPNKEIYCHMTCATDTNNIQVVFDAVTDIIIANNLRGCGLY
# ABCG2 inh – ABCG2 efflux pump inhibitors, primary screen, multiplex with ABCB1, IgMXP3 cells, flow cytometry; JC-1 efflux; inhibition, % at 6.6 µM; hit rate 0.1% among 190,000;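 active means inhibition above 80%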;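 further: 0% = DMSO and 100% = nicardipine control wells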
# Target sequence (Q9UNQ0 whole entry, looked up): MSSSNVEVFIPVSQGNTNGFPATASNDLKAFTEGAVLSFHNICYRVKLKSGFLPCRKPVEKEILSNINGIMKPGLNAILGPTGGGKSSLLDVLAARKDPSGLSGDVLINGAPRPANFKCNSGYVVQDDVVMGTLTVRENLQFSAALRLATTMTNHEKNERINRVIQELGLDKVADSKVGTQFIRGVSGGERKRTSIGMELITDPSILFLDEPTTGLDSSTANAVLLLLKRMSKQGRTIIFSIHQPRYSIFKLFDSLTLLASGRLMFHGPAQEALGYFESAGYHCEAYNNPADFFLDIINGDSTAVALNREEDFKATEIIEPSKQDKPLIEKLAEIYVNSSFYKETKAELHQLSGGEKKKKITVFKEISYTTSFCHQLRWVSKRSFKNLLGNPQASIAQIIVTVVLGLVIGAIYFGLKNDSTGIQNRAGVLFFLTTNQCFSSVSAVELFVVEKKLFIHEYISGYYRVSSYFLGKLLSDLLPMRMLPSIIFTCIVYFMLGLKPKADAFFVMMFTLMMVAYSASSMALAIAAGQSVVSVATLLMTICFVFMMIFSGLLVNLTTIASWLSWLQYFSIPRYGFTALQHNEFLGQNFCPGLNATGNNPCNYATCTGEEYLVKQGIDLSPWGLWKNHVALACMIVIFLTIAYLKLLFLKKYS
#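 Read-out basis: Efflux inhibition in percent versus controls | Test system: ABCG2 IgMXP3 and barcoded ABCB1 CCRF-Adr cell mix | Quantity: 3 million cells/mL in well | Schedule: 10 min at 25 °C | Control set: Nicardipine as high control, DMSO as low control | Reagent: JC-1 as fluorescent efflux pump substrate | Signal: Flow cytometry of retained JC-1 fluorescence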
# Pf gametocyte – late stage P. falciparum gametocyte viability inhibitors, primary screen, ATP luminescence, HTS; P. falciparum stage V gametocytes, 24 h; inhibition, % at 10.9 µM; hit rate 0.065% among 150,000; AID 743093, 2013;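 active means inhibition above the mean plus 3 SD of compounds within the control limits, set per campaign, cut at about 38% in these data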;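 further: 0% = DMSO wells and 100% = medium only without gametocytes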
# RGS8-Gao – RGS8-Galphao binding modulators, primary screen, biochemical, multiplexed bead flow cytometry | Guanine nucleotide-binding protein G(o) subunit alpha (Homo sapiens), P09471 | actives lie on both sides | response (percent of control binding), % at 10 µM | hit rate 0.34% among 220,000; in the data active means response below about 60% or above about 140%; inactive means in between;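 further: Galphao activated as the GDP aluminium fluoride complex binding bead-coupled RGS8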
# GSH bead fluor – compound fluorescence on glutathione beads, profiling panel, artefact control, biophysical, 488/530 nm, flow cytometry; GSH beads flow cytometry, compound fluorescence 488/530 nm; active compounds read high; fluorescence (KMESF) at 10 µM; hit rate 0.25% among 190,000; in the data active means fluorescence above about 89;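 further: glutathione beads carrying GST-tagged Bcl family fusion proteins plus one bare bead set; values are compound well signal with DMSO vehicle wells as background; inactives centre near 16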
# ABCB1 inh – ABCB1 efflux pump inhibitors, primary screen, cell-based, multiplex, flow cytometry, ABCG2 counter-screen; CCRF-Adr cells, JC-1 efflux; inhibition, % at 6.6 µM; hit rate 0.067% among 190,000; in the data active means inhibition above about 40%;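 further: 0% = vehicle and 100% = reference inhibitor; higher value means more JC-1 retained so stronger ABCB1 efflux block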
# RGS7-Gao – RGS7-Galphao binding modulators, primary screen, biochemical, multiplexed bead flow cytometry. Guanine nucleotide-binding protein G(o) subunit alpha (Homo sapiens), P09471. actives lie on both sides. binding response (% of control), % at 10 µM. hit rate 0.35% among 220,000. AID 1439, 2008; in the data active means binding response below about 49% or above about 150%; inconclusive means no clear call, values can overlap the other calls; inactive means in between;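 further: fluorescent Galphao held in activated GDP-AlF4 state binding bead-coupled RGS7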
# Avidin bead fluor – green autofluorescence of compounds with avidin beads – biophysical, 488/530 nm, flow cytometry, artefact control, profiling panel; hit rate 0.38% among 220,000; fluorescence (KMESF) at 10 µM; compound fluorescence 488/530 nm; active compounds read high; in the data active means fluorescence above about 47; further: inactives centre near 10
# The depositor's hits bear a star; ? = inconclusive; . = no result given. Compounds as they come; any-hit rate near 3.3%.
SMILES,Mcl-1 Bim block,Mcl1-Noxa inh,Mcl1 Bid PPI,RGS4-Gao reg,ABCG2 inh,Pf gametocyte,RGS8-Gao,GSH bead fluor,ABCB1 inh,RGS7-Gao,Avidin bead fluor
CS(=O)(=O)c1[nH]nc(-c2ccccc2)c1C#N,.,-7,-8,105,.,-7,102,.,.,?,7
CN1CCC(OC(=O)COc2ccc(C(C)(C)C)cc2)CC1,3,-1,14,103,2,9,100,30,0.9,103,6
N#CC1=C(N)Oc2n[nH]c(-c3cccs3)c2C1c1cccs1 (stereo not given),0,29,-11,103,0,3,101,16,-0.1,109,48*
CC(=O)NCCOc1nc(N2CCCCC2)nc(N2CCCCC2)n1,-2,4,-17,101,0,-30,101,13,0.0,100,12
CN(C1CCS(=O)(=O)C1)S(=O)(=O)c1ccc(N2CCCC2=O)cc1 (stereo not given),-2,16,2,100,0,-8,102,12,0.1,99,38
O=C(C1CCC1)N1CCc2cc(S(=O)(=O)NCc3ccco3)ccc21,6,16,-26,94,2,14,99,5,0.5,93,7
CCCCn1c(CNC(=O)CC)nc2ccccc21,0,19,-14,99,3,.,101,17,0.8,102,7
OC1(C#CCCN2CCCCC2)c2ccccc2-c2ccccc21,0,-12,-13,110,0,4,125,10,-0.4,111,18
O=C(CSc1nc(C2CC2)nc2ccccc12)N1CCc2ccccc2C1,-3,-5,10,105,48,.,100,33,9.0,109,42
COC(=O)Nc1nnc(/C=C/c2ccccc2)s1,-2,15,-5,107,6,-22,102,3,-0.2,100,14
O=C(NC(Cc1ccccc1)C(=O)O)/C(=C\c1ccco1)NC(=O)c1ccccc1 (stereo not given),-1,5,-62,99,1,1,99,6,0.5,97,12
CC(C)(C)CC(=O)Nc1nnc(SCC(=O)Nc2ccccc2F)s1,5,-6,-25,100,4,-14,99,11,0.2,94,11
COc1cccc(NC(=O)COc2c(F)c(F)c(C(F)(F)F)c(F)c2F)c1,2,4,-7,101,6,0,113,13,1.0,105,11
COc1ccc(/C(C)=N/Nc2cccc(C(=O)O)c2)cc1OC,0,15,-14,102,-2,-29,99,15,0.0,?,11
O=C(NC1CCCc2ccccc21)C(Cc1ccccc1)NS(=O)(=O)c1cccs1 (stereo not given),2,-3,-28,98,4,-6,99,6,1.6,94,12
Cc1ccc(SCCNC(=O)c2ccccc2C)cc1,-3,24,-13,126,0,-3,118,42,0.2,121,2
COc1ccc(NC2=C(C(C)=O)C(c3ccc(OC)cc3)C(C(C)=O)C(C)(O)C2)cc1 (stereo not given),0,14,-15,102,0,11,105,12,0.5,97,10
C=CCn1c(SCC(=O)c2ccc(Cl)s2)nc2ccccc2c1=O,-2,.,4,98,2,10,97,25,1.6,100,9
O=c1c2ccccc2nc(/C=C/c2ccc([N+](=O)[O-])cc2)n1CCCO,-2,15,-15,100,5,.,97,7,1.1,103,15
COc1ccc(N2C3=[N+](CC2(C)O)c2ccccc2CC3)cc1 (stereo not given),-2,24,-19,105,1,.,102,54,0.2,103,9
O=C(CN1CCN(Cc2ccc3c(c2)OCO3)CC1)N1CCc2[nH]c3ccccc3c2C1,0,2,-16,101,36,.,103,30,1.7,98,11
Cc1nnc(SCC(=O)NC2CCCc3ccccc32)n1-c1ccccc1 (stereo not given),-3,4,-2,97,2,14,100,22,1.5,97,11
CCn1ccnc1CN(C)Cc1cn[nH]c1-c1ccc(OC)c(F)c1,2,9,-41,100,3,-10,104,17,1.6,100,8
Cc1ccc(C(=O)OCC(=O)NCc2ccco2)cc1,0,-10,-51,97,0,.,102,15,-0.1,102,3
Cc1ccc(-n2c(C)cc(C3N=C(N)Nc4nc5ccccc5n43)c2C)c(C)c1 (stereo not given),-2,-12,-35,101,2,-7,102,11,0.0,100,10
O=C(CCc1nnc(CCCCc2ccccc2)o1)NCCn1cccn1,-1,9,-2,104,2,12,107,13,0.7,104,11
CCOC(=O)C1(CCCc2ccccc2)CCN(C(=O)CCN2CCCCC2=O)CC1,-3,-2,0,103,0,-9,103,9,0.3,101,11
O=C1c2ccccc2C(O)(c2ncc[nH]2)N1CCc1ccccc1 (stereo not given),0,1,-4,105,1,11,103,16,0.3,99,7
CCCC(=O)Nc1cccc(C(=O)Nc2ccccc2OCC)c1,0,14,-20,97,19,20,98,21,0.8,?,9
CCC(=O)Nc1cccc(-c2csc(-c3ccccc3)n2)c1,-3,8,15,101,8,.,100,11,-3.8,100,12
Cc1ccccc1N(CC(=O)NCc1ccco1)C(=O)CCC(=O)Nc1nccs1,2,9,-57,99,1,25,104,11,0.2,92,7
COc1cccc(C(=O)OC2CCN(C)CC2)c1,-2,8,8,98,7,.,101,20,0.2,106,6
Cc1ccc(OCC(=O)Nc2ccc3c(c2)nc(CCN2CCN(C)CC2)n3C)cc1,.,15,-17,88,.,18,99,.,.,?,10
COc1ccc(S(=O)(=O)NNC(N)=S)cc1,-3,6,-18,97,-2,11,100,13,-0.5,?,11
CCC(=O)Nc1ccc(C(=O)OCC(=O)c2ccc(C)c([N+](=O)[O-])c2)cc1,-1,2,-1,102,4,5,114,19,0.6,107,6
C/C(CC(=O)NC(C)(C)C)=N\NC(N)=S,0,-4,-18,102,0,10,104,22,0.7,102,6
O=C(CCCN1C(=O)c2ccccc2C1=O)Nc1nncs1,-1,1,-18,110,1,.,112,38,-0.2,103,6
Cc1nc2cc(C(=O)NCc3cccnc3)ccc2n1-c1ccc(F)cc1F,0,7,-12,100,-3,.,100,19,-1.2,98,8
COc1ccc(Cl)cc1C(=O)O/N=C(\N)c1ccncc1,.,-11,-8,98,.,10,103,.,.,?,9
O=C(Cc1ccccc1[N+](=O)[O-])NC1CC1,-2,3,-10,103,1,1,103,16,0.4,101,8

# The list goes on; it opens with the two that closed the last part.
SMILES,Mcl-1 Bim block,Mcl1-Noxa inh,Mcl1 Bid PPI,RGS4-Gao reg,ABCG2 inh,Pf gametocyte,RGS8-Gao,GSH bead fluor,ABCB1 inh,RGS7-Gao,Avidin bead fluor
COc1ccc(Cl)cc1C(=O)O/N=C(\N)c1ccncc1,.,-11,-8,98,.,10,103,.,.,?,9
O=C(Cc1ccccc1[N+](=O)[O-])NC1CC1,-2,3,-10,103,1,1,103,16,0.4,101,8
COc1ccc(CCNC(=O)CSc2nc3ccccc3c3nc(CCN4CCCCC4)nn23)cc1OC,0,16,-23,100,6,-14,100,19,-0.2,102,9
CN1OC2C(=O)N(c3ccccc3)C(=O)C2C1c1ccc(F)cc1 (stereo not given),0,.,-7,99,0,.,98,28,-0.1,97,9
O=S1(=O)CC=C(CSC(=S)NC2CCS(=O)(=O)C2)C1 (stereo not given),0,4,-42,101,5,.,98,10,0.4,96,11
COc1ccc(CCNC(=O)C(C(=O)c2ccccc2)n2cc(Cl)ccc2=O)cc1OC (stereo not given),-3,7,-64,103,4,18,101,10,.,101,16
COc1ccc(NC(=O)CSc2nc(N)c(C#N)cc2C#N)cc1,1,25,-26,105,0,-34,103,3,0.0,105,6
CCn1c(SCC(=O)N2CCCC2)nc2ccccc2c1=O,0,-2,-16,96,1,.,100,28,0.3,96,6
O=c1c(Cl)c(NCCCO)cnn1-c1nc2ccccc2[nH]1,-1,6,-25,102,0,20,99,18,-0.1,104,4
O=C(NC1CC2CCC1C2)C1CCN(S(=O)(=O)c2ccc(-c3nn[nH]n3)cc2)CC1 (stereo not given),0,7,17,101,0,.,97,42,-0.1,103,4
Cc1c(C(=O)O)oc2c1C(=O)CC(C)(C)C2,0,9,-1,102,1,0,104,16,0.1,103,10
CC1(C)CC(=O)C2=C(C1)OC(N)=C([N+](=O)[O-])C2c1ccc(F)cc1 (stereo not given),.,-4,-18,86,.,15,96,.,.,?,4
Cc1ccc(S(=O)(=O)NC(C)CCc2ccccc2)cc1 (stereo not given),-1,18,-72,100,3,.,96,11,0.8,103,15
COc1nc2ccc(C)cc2cc1-c1noc(-c2cccnc2)n1,-1,-6,-8,105,10,-22,105,30,1.8,108,17

# Exported field by field: part of the list above
> CN1OC2C(=O)N(c3ccccc3)C(=O)C2C1c1ccc(F)cc1 (stereo not given)
  Mcl-1 Bim block: 0 | Mcl1-Noxa inh: . | Mcl1 Bid PPI: -7 | RGS4-Gao reg: 99 | ABCG2 inh: 0 | Pf gametocyte: . | RGS8-Gao: 98 | GSH bead fluor: 28 | ABCB1 inh: -0.1 | RGS7-Gao: 97 | Avidin bead fluor: 9

> O=S1(=O)CC=C(CSC(=S)NC2CCS(=O)(=O)C2)C1 (stereo not given)
  Mcl-1 Bim block: 0 | Mcl1-Noxa inh: 4 | Mcl1 Bid PPI: -42 | RGS4-Gao reg: 101 | ABCG2 inh: 5 | Pf gametocyte: . | RGS8-Gao: 98 | GSH bead fluor: 10 | ABCB1 inh: 0.4 | RGS7-Gao: 96 | Avidin bead fluor: 11

> COc1ccc(CCNC(=O)C(C(=O)c2ccccc2)n2cc(Cl)ccc2=O)cc1OC (stereo not given)
  Mcl-1 Bim block: -3 | Mcl1-Noxa inh: 7 | Mcl1 Bid PPI: -64 | RGS4-Gao reg: 103 | ABCG2 inh: 4 | Pf gametocyte: 18 | RGS8-Gao: 101 | GSH bead fluor: 10 | ABCB1 inh: . | RGS7-Gao: 101 | Avidin bead fluor: 16

> COc1ccc(NC(=O)CSc2nc(N)c(C#N)cc2C#N)cc1
  Mcl-1 Bim block: 1 | Mcl1-Noxa inh: 25 | Mcl1 Bid PPI: -26 | RGS4-Gao reg: 105 | ABCG2 inh: 0 | Pf gametocyte: -34 | RGS8-Gao: 103 | GSH bead fluor: 3 | ABCB1 inh: 0.0 | RGS7-Gao: 105 | Avidin bead fluor: 6
